PLAP activator: PLAP enzyme activators, biochemical, luminescence, HTS | Alkaline phosphatase, placental type (Homo sapiens), P05187 | purified PLAP enzyme, luminescent substrate read-out; hits give high values | activation fold at 20 µM | 96,000 tested, 1.2% active | AID 696, 2007; in the data active = activation fold above about 2
Target sequence (P05187 whole entry, looked up): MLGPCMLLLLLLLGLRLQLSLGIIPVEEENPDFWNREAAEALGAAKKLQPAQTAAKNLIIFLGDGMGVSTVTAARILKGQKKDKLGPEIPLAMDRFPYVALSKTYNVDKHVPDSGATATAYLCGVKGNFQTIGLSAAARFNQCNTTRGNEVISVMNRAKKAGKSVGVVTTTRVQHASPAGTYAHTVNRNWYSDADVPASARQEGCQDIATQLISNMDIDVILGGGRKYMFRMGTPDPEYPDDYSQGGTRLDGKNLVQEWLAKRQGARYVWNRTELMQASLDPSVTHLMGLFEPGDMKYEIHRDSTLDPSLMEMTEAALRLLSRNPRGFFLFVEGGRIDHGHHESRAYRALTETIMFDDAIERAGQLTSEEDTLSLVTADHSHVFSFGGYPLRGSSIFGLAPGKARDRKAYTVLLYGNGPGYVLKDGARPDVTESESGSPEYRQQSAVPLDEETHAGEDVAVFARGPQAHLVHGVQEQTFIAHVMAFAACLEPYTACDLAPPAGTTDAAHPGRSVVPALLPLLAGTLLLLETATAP
ERa coact inh: ERα–SRC-1 coactivator interaction inhibitors, primary screen, biochemical, TR-FRET, ERα LBD, estradiol-bound; TR-FRET ER-alpha LBD / SRC-1 peptide; 86,000 tested, 1.7% active; Estrogen receptor (Homo sapiens), P03372; inhibition, % at 25.6 µM; in the data active = inhibition above about 50%;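 note: 0% = receptor plus peptide control and 100% = peptide only without receptor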
MT1-MMP txn act: MT1-MMP promoter reporter activation – cell-based, luciferase luminescence, primary screen | HT1080 MT1-MMP promoter luciferase reporter, overnight; hits give high values | activation factor at 10 µM | 86,000 tested, 0.16% active | AID 750, 2007;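 active = activation factor of at least 2 for MT1-MMP transcription at 10 µM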
E coli WT exp: growth inhibitors of wild-type E. coli, primary screen, strain BW25113, expanded library, OD600. 98,000 tested, 0.15% active. OD600 absorbance. growth inhibition, % at 100 µM;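 active = growth inhibition above about 50% at one test dose, limit read from the data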;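 note: growth measured after 20 h incubation at 37 °C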
ERa SRC1 pot: enhancers of ERα–SRC-1 coactivator binding, primary screen, biochemical, TR-FRET, ERα LBD, low estradiol. coactivator binding (% of control), % at 25.6 µM. Estrogen receptor (Homo sapiens), P03372. 86,000 tested, 1.3% active. TR-FRET ERalpha-LBD/SRC-Cy5 coactivator binding, 2 h; 100 = basal binding, no effect; in the data active = activity above about 200%;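 note: binding measured in presence of low estradiol as agonist stimulus; 0% = peptide alone without receptor and 100% = receptor with peptide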
CD11b adhes enh: enhancers of CD11b/CD18 adhesion to fibrinogen, primary screen, K562 cells, luminescence; Integrin beta-2 (Homo sapiens) + Integrin alpha-M (Homo sapiens), P05107+P11215; ATPlite luminescence; activation, % at 10 µM; 93,000 tested, 0.07% active; AID 1499, 2009;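 active = 10 µM primary screen giving 50% or more activity, confirmed by 40% or more on retest at that dose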; note: strong numbers were not always called active; reference of the scale not given here
FAK blocker: FAK kinase inhibitors, primary screen, biochemical. Focal adhesion kinase 1 (Homo sapiens), Q05397. biochemical FAK kinase activity assay. inhibition, %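 (tested at 7 µM)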. 97,000 tested, 0.84% active. AID 727, 2007; in the data active = inhibition above about 19%;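 note: 0% = DMSO and 100% = reference compound high control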
ERb SRC1 inh: inhibitors of ERβ-SRC1 coactivator interaction, primary screen, biochemical, TR-FRET, ERβ LBD, SRC-1 peptide; Estrogen receptor beta (Homo sapiens), Q92731; TR-FRET ER-beta LBD / SRC1-Cy5 peptide binding; receptor agonist-loaded with 1 µM estradiol; inhibition, % at 25.6 µM; 86,000 tested, 1.3% active; AID 633, 2007;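 active = compounds whose percent inhibition of the receptor-coactivator binding signal exceeds about 50% in the single-dose screen, limit read from the data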;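 note: 0% = receptor plus peptide wells without compound and 100% = peptide-only wells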
Target sequence (Q92731 whole entry, looked up, the tested form may be a part): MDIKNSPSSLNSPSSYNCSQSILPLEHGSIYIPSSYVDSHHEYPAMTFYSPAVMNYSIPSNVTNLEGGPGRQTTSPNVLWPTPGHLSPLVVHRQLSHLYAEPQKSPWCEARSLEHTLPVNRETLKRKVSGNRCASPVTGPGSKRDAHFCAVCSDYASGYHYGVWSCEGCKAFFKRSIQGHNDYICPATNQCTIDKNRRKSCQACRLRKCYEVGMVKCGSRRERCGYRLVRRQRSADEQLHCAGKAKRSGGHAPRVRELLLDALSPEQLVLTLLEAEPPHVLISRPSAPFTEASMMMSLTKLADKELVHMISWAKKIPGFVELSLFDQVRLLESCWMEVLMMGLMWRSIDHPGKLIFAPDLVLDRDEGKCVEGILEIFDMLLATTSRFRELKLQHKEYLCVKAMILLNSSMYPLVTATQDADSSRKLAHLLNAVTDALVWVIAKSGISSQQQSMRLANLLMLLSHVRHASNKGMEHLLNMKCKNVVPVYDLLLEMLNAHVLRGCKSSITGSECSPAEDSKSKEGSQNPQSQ
CD11b adhes inh: inhibitors of CD11b/CD18 adhesion to fibrinogen, primary screen, K562 cells, luminescence | Integrin beta-2 (Homo sapiens) + Integrin alpha-M (Homo sapiens), P05107+P11215 | ATPlite luminescence; Mn2+ added to activate the integrin | inhibition, % at 10 µM | 93,000 tested, 0.54% active;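 active = primary inhibition of 50% or more at 10 µM, then 40% or more on retest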; note: some results filed as inactive read as strong as hits
* hit, by the source's call; x = no result given; [ ] = another dose, or the depositor's remark. No enrichment for hits. Share with any hit: about 5.1%.

SMILES	PLAP activator	ERa coact inh	MT1-MMP txn act	E coli WT exp	ERa SRC1 pot	CD11b adhes enh	FAK blocker	ERb SRC1 inh	CD11b adhes inh
CN(C)c1nc(Oc2ccc(N)cc2)nc(N(C)C)n1	1.1	4.3	1.1	11.0	96.8	-1.1	1.6	13.2[fluorescence artefact?]	-37.6
N#CCC(=O)N/N=C/c1ccc(OS(=O)(=O)c2ccccc2)cc1	1	x	x	1.0	x	-1.8	0.5	x	3.3
O=S(=O)(c1ccc(S(=O)(=O)N2CCN(C3CCCCC3)CC2)cc1)N1CCCCCC1	1.1	-15.4	1.1	x	120.0	-2.7	x	-10.3[fluorescence artefact?]	4.7
O=C(c1cccnc1)N1C2CCC1CC(O)(c1ccc(F)cc1)C2 (stereo unspecified)	1	2.6	1	3.0	124.0	0.8	-0.2	0.9[fluorescence artefact?]	6.4
O=C(O)C(CC(=O)N1CCOCC1)NCc1ccccc1 (stereo unspecified)	x	-20.9	1	x	93.0[fluorescence artefact?]	x	-2.6	-31.1	x
Oc1ccc(-c2csc(NCc3ccco3)n2)cc1	0.8	-0.1	1.8	28.0	141.7	-0.7	1.1	-2.5	-4.3
COc1ccc(-n2nc(C(=O)O)nc2-c2ccccc2)cc1	1.3	x	x	0.0	x	7.3	-0.7	x	-8.4
Cc1ccc(C2C3CSCC=C3C(C#N)=C(N)C2(C#N)C#N)cc1 (stereo unspecified)	1.1	-4.7	1.1	-6.0	88.3	-0.8	x	-6.4	-25.2
C=CCNc1nc(NCCN2CCOCC2)nc(OC)n1	0.9	-0.3	1	7.0	89.0	-5.7	0.4	-10.1	11.3
Cn1c(=O)[nH]c(=O)c2c1nc(CN1CCN(c3ccc(F)cc3)CC1)n2CCCc1ccccc1	1	10.7	1	-4.0	109.2	x	-2.6	5.5[fluorescence artefact?]	x
Cc1ccc(-n2nnnc2SCCNS(=O)(=O)c2ccccc2)cc1C	0.5	7.3[fluorescence artefact?]	1.2	-25.0	110.2	0.3	-0.3	6.3[fluorescence artefact?]	2.2
Cc1ccccc1NC(=O)C(C)O/N=C/c1cccc([N+](=O)[O-])c1 (stereo unspecified)	1.1	x	x	3.0	x	0.4	0.0	x	-14.7
Cc1ccc2c(c1Br)/C(=N/N1C(=O)c3ccccc3C1=O)C(=O)N2	1.2	x	x	-5.0	x	0.4	2.7	x	-5.4
COc1ccc(N2C(=O)[C@@H]3Cc4ccccc4CN3C2=O)cc1	0.9	-2.4	1.1	-7.0	101.2	-0.6	-0.5	-8.1	-4.6
COC(=O)c1[nH]cnc1C(=O)c1ccccc1	1.8	-0.8	1.3	-8.0	112.3	2.0	7.2	-4.2	0.2

Among those listed so far, these contain an NH in an aromatic ring.
SMILES	PLAP activator	ERa coact inh	MT1-MMP txn act	E coli WT exp	ERa SRC1 pot	CD11b adhes enh	FAK blocker	ERb SRC1 inh	CD11b adhes inh
Cn1c(=O)[nH]c(=O)c2c1nc(CN1CCN(c3ccc(F)cc3)CC1)n2CCCc1ccccc1	1	10.7	1	-4.0	109.2	x	-2.6	5.5[fluorescence artefact?]	x
COC(=O)c1[nH]cnc1C(=O)c1ccccc1	1.8	-0.8	1.3	-8.0	112.3	2.0	7.2	-4.2	0.2

Not a retest: three of the compounds above.
SMILES	PLAP activator	ERa coact inh	MT1-MMP txn act	E coli WT exp	ERa SRC1 pot	CD11b adhes enh	FAK blocker	ERb SRC1 inh	CD11b adhes inh
CN(C)c1nc(Oc2ccc(N)cc2)nc(N(C)C)n1	1.1	4.3	1.1	11.0	96.8	-1.1	1.6	13.2[fluorescence artefact?]	-37.6
N#CCC(=O)N/N=C/c1ccc(OS(=O)(=O)c2ccccc2)cc1	1	x	x	1.0	x	-1.8	0.5	x	3.3
O=S(=O)(c1ccc(S(=O)(=O)N2CCN(C3CCCCC3)CC2)cc1)N1CCCCCC1	1.1	-15.4	1.1	x	120.0	-2.7	x	-10.3[fluorescence artefact?]	4.7

Next compounds.
SMILES	PLAP activator	ERa coact inh	MT1-MMP txn act	E coli WT exp	ERa SRC1 pot	CD11b adhes enh	FAK blocker	ERb SRC1 inh	CD11b adhes inh
COc1ccc(OC)c(NC(=O)CSc2nc3c(c(=O)n(C)c(=O)n3C)n2C)c1	1	-1.0	0.9	-17.0	73.4	-2.4	3.5	14.3	-9.8
CC1CN(C(=O)c2ccc(CNS(=O)(=O)c3cccc(C(F)(F)F)c3)cc2)CC(C)O1 (stereo unspecified)	x	-7.3	1.2	x	115.5	x	0.9	-1.8	x
COc1ccc(C(N)CCc2ccc(C)o2)cc1 (stereo unspecified)	0.9	95.1*[fluorescence artefact?]	1.1	8.0	19.1[fluorescence artefact?]	8.9	8.7	74.1*	-13.3
CCOC(=O)C(C)n1cnc2c(nnn2-c2ccc(C)cc2)c1=O (stereo unspecified)	1	5.9	1.4	7.0	111.3	-0.1	-3.1	-1.3[fluorescence artefact?]	-16.9
CCc1ccc(NC(=O)c2sccc2-n2cccc2)cc1	0.5	6.7	1.2	3.0	79.9	6.0	5.4	-7.0	3.8
NC(=O)c1c(NC(=O)CSc2nnc(Cc3ccccc3)n2Cc2ccco2)sc2c1CCC2	1.1	13.4	1.1	-3.0	114.8	-3.0	5.1	12.8	-15.9
O=S(=O)(c1cccs1)N1CN(Cc2cccs2)c2nc3ccccc3nc21	1.2	x	1.2	-26.0	x	0.3	-2.1	x	-27.7
Cc1ccc(NS(=O)(=O)c2cccc(C(=O)OCC(=O)NCc3ccco3)c2)cc1	1.3	53.1*	1	-4.0	92.5[fluorescence artefact?]	1.3	x	45.0	-3.3
Cc1ccccc1OCCCC(=O)Nc1ccc(N2CCOCC2)cc1	1.1	11.3[fluorescence artefact?]	1.3	x	74.7[fluorescence artefact?]	-1.4	x	44.0	-15.1
COc1ccc(S(=O)(=O)Nc2ccccc2C(F)(F)F)cc1	1.6	-13.0	1	2.0	117.0	2.4	4.0	-26.5	16.2
COc1ccc(CCNC(=O)c2nnn(-c3cccc(C)c3)c2N)cc1OC	1.6	-2.2[fluorescence artefact?]	1.1	-8.0	90.6	2.2	0.4	-3.0	3.3
Cc1ccc(CNC(=O)C2CNc3cc(C)ccc3O2)cc1 (stereo unspecified)	1	-8.1	1.1	1.0	112.7	-1.7	0.5	-5.2	-0.1
CNc1oc(Cc2ccccc2)nc1S(=O)(=O)c1ccccc1	1	-21.5	1.1	6.0	108.0	8.9	2.3	-16.2	2.1
Cc1cc(NCc2ccc3c(c2)OCO3)n2nc(C)nc2n1	x	11.8	1.1	-5.0	92.6	x	x	19.8	x
COc1ccc(S(=O)(=O)N[C@H](C(=O)N2CC[C@@]3(O)CCCC[C@H]3C2)c2ccccc2)cc1	1.8	-6.9	1.2	7.0	112.8	-2.3	-3.7	-4.3	1.9
CC(=O)NC1(C(F)(F)F)N=C2SCCN2C1=O (stereo unspecified)	0.9	-4.1	x	3.0	103.0	1.0	0.3	-9.1	-17.0
CCN(CC)c1ccc(NC(=O)c2cccc(OC)c2)c(C)c1	0.8	-3.4	1	3.0	129.2	-0.4	-2.2	-3.3	-2.3
CC(=O)NC(CCS(C)(=O)=O)C(=O)Nc1ccc2c(c1)OCO2 (stereo unspecified)	1	0.5	1.1	-6.0	93.4	-1.1	x	-2.8[fluorescence artefact?]	-43.8
Cc1nc2ncnn2c(C)c1CCC(=O)NC(C)c1ccc2c(c1)OCCO2 (stereo unspecified)	0.9	x	0.9	-3.0	x	x	-1.1	x	x
CC(=O)NC(CC(=O)Nc1cccc(S(=O)(=O)N2CCCCC2)c1)c1ccccc1 (stereo unspecified)	1.1	-9.1	1.1	3.0	90.7	0.0	-0.9	4.4	-47.8
COc1ccc(N(C)C(=O)CCC(=O)Nc2ccc3nc(N4CCOCC4)cc(C)c3c2)c(OC)c1	1.5	-29.6[fluorescence artefact?]	1.1	-5.0	85.5	-1.9	6.7	3.5[fluorescence artefact?]	4.0
C/C(=N\NC(=O)C(=O)Nc1cccc(C(F)(F)F)c1)c1ccc(Cl)s1	1	x	x	-2.0	x	4.7	0.8	x	-6.2
N#Cc1nc(COc2ccccc2)oc1N1CCCC1	1.2	x	1.1	5.0	x	1.7	-2.6	x	-4.0
COc1ccc2ccccc2c1CN1CCN(C)CC1	1.1	-5.5	1.2	3.0	100.9	-0.8	x	-5.2	-19.5
CC(=O)NC1(C2CCCCC2=O)CCCCC1 (stereo unspecified)	1.1	-8.3	1	-7.0	109.0	-3.8	5.5	-12.3	-6.2
CCCCN(Cc1cc2cc(OC)ccc2[nH]c1=O)C(=O)COc1ccccc1	x	6.5	1.1	x	120.1	x	1.1	-0.3	x
CN(C)S(=O)(=O)c1cccc(C(=O)NCc2cccs2)c1	0.8	5.9[fluorescence artefact?]	1.3	3.0	118.4	-3.2	1.2	7.6[fluorescence artefact?]	-3.5
c1cc2c(cc1C1CCCCC1)c1c3n2CCN=C3CCC1	x	2.2	1.4	x	47.0[fluorescence artefact?]	x	2.3	-4.0	x
CC(=O)c1cccc(NC(=O)c2cccc(S(=O)(=O)N(C)C)c2)c1	1.1	0.7	1.2	-9.0	92.6[fluorescence artefact?]	0.7	1.6	2.4	4.3
CCOc1cc(/C=C2/C(=N)N3OC(C)=CC3=NC2=O)ccc1OCCOc1ccccc1	1	-5.6	1	-4.0	84.9	0.5	0.1	4.5	-0.8
CCOc1cc(C)nc(N2CCCC(C(=O)NCc3ccccc3F)C2)n1 (stereo unspecified)	1.3	-7.8	1	2.0	94.8	-5.7	1.6	-7.8[fluorescence artefact?]	24.9
O=C1CC(c2ccco2)Cc2nc(Nc3ccc(F)cc3)ncc21 (stereo unspecified)	1.1	-2.4	1	-2.0	131.5[fluorescence artefact?]	-2.5	13.5	-2.3	1.8
CCOC(=O)C(/C=C(\C#N)C(=O)OCC)=C(/N)N1CCN(c2ccc(Cl)cc2)CC1	1.7	-4.5	x	4.0	94.0[fluorescence artefact?]	0.3	1.8	2.6	15.7
NC(=O)C1(N2CCCCC2)CCN(Cc2nc3ccccc3c(=O)[nH]2)CC1	1.6	1.3	1.4	-4.0	84.5[fluorescence artefact?]	0.8	-1.3	4.8	0.9
COc1ccc(-c2csc(N(CCc3ccccc3)C(=O)COc3ccccc3)n2)cc1	0.9	x	x	-12.0	x	-5.0	3.5	x	-3.0

Full records, looked up by structure:
Cc1ccccc1OCCCC(=O)Nc1ccc(N2CCOCC2)cc1 across the screens: PLAP activator = 1.1; ERa coact inh = 11.3[fluorescence artefact?]; MT1-MMP txn act = 1.3; E coli WT exp = x; ERa SRC1 pot = 74.7[fluorescence artefact?]; CD11b adhes enh = -1.4; FAK blocker = x; ERb SRC1 inh = 44.0; CD11b adhes inh = -15.1
CNc1oc(Cc2ccccc2)nc1S(=O)(=O)c1ccccc1 across the screens: PLAP activator = 1; ERa coact inh = -21.5; MT1-MMP txn act = 1.1; E coli WT exp = 6.0; ERa SRC1 pot = 108.0; CD11b adhes enh = 8.9; FAK blocker = 2.3; ERb SRC1 inh = -16.2; CD11b adhes inh = 2.1
CC(=O)c1cccc(NC(=O)c2cccc(S(=O)(=O)N(C)C)c2)c1 across the screens: PLAP activator = 1.1; ERa coact inh = 0.7; MT1-MMP txn act = 1.2; E coli WT exp = -9.0; ERa SRC1 pot = 92.6[fluorescence artefact?]; CD11b adhes enh = 0.7; FAK blocker = 1.6; ERb SRC1 inh = 2.4; CD11b adhes inh = 4.3
